S100A4 MyoIIA = inhibitors of human S100A4 binding to myosin IIA peptide; P26447; 360,000 tested, 0.14% active; inhibition, % at 10.7 µM; S100A4/TAMRA-MyoIIA peptide fluorescence polarization; AID 652163;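 active = mean inhibition of at least 70% across replicates, with every replicate also reaching that level; inconclusive = mean inhibition reaches 70% but some replicates fall short; inactive = mean inhibition below 70%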
Target sequence (P26447 whole entry, looked up): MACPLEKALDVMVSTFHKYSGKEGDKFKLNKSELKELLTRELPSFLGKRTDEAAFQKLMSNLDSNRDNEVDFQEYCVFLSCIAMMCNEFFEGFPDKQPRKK
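Test system: S100A4 monomer protein; Medium: HEPES pH 7.2 with CaCl2, KCl, NaCl, DTT, Triton; Probe or stimulus: TAMRA-labelled myosin IIA heavy-chain peptide probe, 5 nM; Doses: one dose per compound; Times: polarization read 5 min after assay mix addition, stable 5–60 min; Benchmarks: neutral control DMSO, positive control TFP.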
SIRT5 inh = blocks human SIRT5 desuccinylation of peptide | Q9NXA8 | Purified SirT5, succinyl-peptide AMC, trypsin-coupled fluorescence | inhibition, % at 15 µM | 330,000 tested, 1.1% active; in the data active = inhibition above about 15%; inconclusive = no clear call, values can overlap the other calls
Target sequence (Q9NXA8 whole entry, looked up): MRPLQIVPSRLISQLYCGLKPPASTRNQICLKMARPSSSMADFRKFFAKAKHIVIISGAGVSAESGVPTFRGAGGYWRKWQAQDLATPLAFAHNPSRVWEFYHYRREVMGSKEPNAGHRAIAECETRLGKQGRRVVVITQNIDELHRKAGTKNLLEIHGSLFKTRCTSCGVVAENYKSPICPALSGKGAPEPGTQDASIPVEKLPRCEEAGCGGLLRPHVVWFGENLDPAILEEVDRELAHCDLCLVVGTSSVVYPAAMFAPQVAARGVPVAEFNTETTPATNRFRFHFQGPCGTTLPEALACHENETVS
esBAF inh = inhibitors of esBAF chromatin remodeling in mouse ES cells | Bmi1-luciferase knock-in reporter, 24 h; 100% = twice the neutral-well signal | reporter increase, % at 12.5 µM | 350,000 tested, 2% active | AID 602393; in the data active = activation above about 40%; inconclusive = no clear call, values can overlap the other calls;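 note: 0% = median of the plate's neutral control wells and 100% = double that signal; a rise in the Bmi1 reporter signal indicates esBAF inhibition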
LGR2 inh = blocks bursicon-induced cAMP signaling via Drosophila LGR2. HEK293 LGR2, CRE-luciferase, bursicon-stimulated, 4 h. inhibition, % at 9.99 µM. AID 720647. 380,000 tested, 0.35% active;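 active = drop in luminescence signal, shown as inhibition above about 50% in the replicate tests, limit read from the data, passing the limit was not always enough; inconclusive = probably only some replicates passing the limit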;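 note: agonist challenge used bursicon conditioned medium at about half maximal strength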
Casp6 inh = inhibitors of human caspase-6. P55212. purified caspase-6, Z-VEID-R110 cleavage fluorescence. inhibition, % at 12.5 µM. 350,000 tested, 0.53% active;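 active = mean inhibition across replicates at least about 35%, with every replicate also reaching that limit, limit read from the data; inconclusive = only one of the two criteria met; inactive = neither criterion met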;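 note: 0% = median of neutral control wells and 100% = no fluorescence left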
Target sequence (P55212 24-179 limits assumed): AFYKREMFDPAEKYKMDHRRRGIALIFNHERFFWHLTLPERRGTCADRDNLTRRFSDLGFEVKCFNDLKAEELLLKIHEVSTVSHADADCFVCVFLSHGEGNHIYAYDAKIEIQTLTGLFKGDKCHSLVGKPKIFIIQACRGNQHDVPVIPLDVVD
Target sequence (P55212 194-293 limits assumed): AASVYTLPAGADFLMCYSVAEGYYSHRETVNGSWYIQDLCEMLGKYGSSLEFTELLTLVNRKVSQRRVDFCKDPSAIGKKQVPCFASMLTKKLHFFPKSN
FN deposition inh = fibronectin deposition inhibition | inhibition, % at 12.6 µM | AH1F fibroblasts, Alexa488-fibronectin deposition fluorescence, overnight | 350,000 tested, 0.086% active;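 active = mean inhibition across replicates of 30% or more, regardless of how many single replicates reach that level; inconclusive = mean under 30% yet at least half of replicates reach 30%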;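 note: positive control wells lacked labelled fibronectin entirely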
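Assay system: AH1F fibroblast monolayer, labelled fibronectin deposition. Amount: 10000 cells per well. Also added: labelled fibronectin 24 nM. Compound: single-point pinned compound. Incubation: cell attachment 1 h, compound and FN exposure overnight. Detection: fluorescence after three HBSS washes, excitation 485 nm, emission 525 nm. Read-out: inhibition of fibronectin deposition signal.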
Statin myotox sup = suppression of simvastatin myotoxicity | C2C12 myotubes + simvastatin, ATP luminescence, 48 h; scaled: DMSO 0, geranylgeraniol control 100 | rescue of ATP level, % at 7.49 µM | 330,000 tested, 0.78% active;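 active = mean ATP rescue above about 67%, or every replicate alone reaching that limit, limit read from the data, passing the limit was not always enough; inconclusive = no clear call, values can overlap the other calls; inactive = mean under the limit and some replicate under it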;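 note: myotubes were challenged with 10 µM simvastatin during compound exposure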
Active calls of the source: *; ? = inconclusive; . = not tested or not shown. Not all compounds are listed. The share of hits here may be higher or lower than overall.

SMILES | S100A4 MyoIIA | SIRT5 inh | esBAF inh | LGR2 inh | Casp6 inh | FN deposition inh | Statin myotox sup
CC(C)[C@H](CO)NC(=O)[C@H]1O[C@@H](n2ccc(=O)[nH]c2=O)[C@H](O)[C@@H]1O | 0 | -1 | 9 | 2 | 1 | -3 | 3
COc1ccc(C(C#N)N2CCC(c3ccccc3)=N2)cc1OC (stereo not drawn) | -7 | 0 | . | -14 | -2 | -3 | .
COCC(=O)Nc1ccc2c(c1)OC[C@H](C)N(Cc1ccccc1OC)C[C@@H](C)[C@@H](OC)CN(C)C2=O | 13 | 3 | 0 | 32 | 4 | 4 | -14
O=C(NNC(=S)NCc1ccco1)c1cccs1 | 1 | 2 | . | 18 | 2 | -1 | .
CNc1c(NS(=O)(=O)c2ccc(C3CCCCC3)cc2)c(=O)oc2ccccc12 | -14 | -6 | -3 | 5 | -1 | 4 | -18
C[C@@H]1CN([C@H](C)CO)C(=O)Cc2cc(NS(=O)(=O)c3ccccc3)ccc2O[C@H]1CN(C)S(=O)(=O)c1ccc(Cl)cc1 | . | . | -5 | 6 | . | . | 16
Cc1ccc(NS(=O)(=O)c2cc(NC(=O)c3cc(=O)[nH]c(=O)[nH]3)ccc2Cl)c(C)c1 | -1 | 0 | 1 | 7 | 1 | -4 | 3
COc1ccc(S(=O)(=O)CC(=O)c2cc3cc(Br)ccc3oc2=O)cc1 | -3 | 5 | -2 | -1 | 15 | -15 | 9
CC(=NCc1cccc(Cl)c1)c1nc(-c2ccco2)oc1O | . | . | -1 | -2 | . | 4 | -1
Cc1ccc(S(=O)(=O)Nc2cnc3ccccc3c2)cc1 | 9 | 1 | . | 0 | 3 | 8 | .
C[C@H](CO)N1C[C@H](C)[C@H](CN(C)C(=O)Nc2ccc(C(F)(F)F)cc2)Oc2c(NC(=O)C3CCCCC3)cccc2C1=O | 4 | 3 | 3 | 1 | 0 | . | -87
O=C(N/N=C/c1cccc(OCc2ccccc2)c1)c1ccc(Br)o1 | -5 | 0 | -1 | 7 | 0 | 0 | -7
Cc1ccccc1C(=O)NCC(=O)Nc1ccc(C)c(S(=O)(=O)N2CCCCCC2)c1 | 3 | -1 | . | 13 | 4 | . | .
Cc1ccsc1-c1nc(CN(C)C(C2CC2)C2CC2)c(C)o1 | -2 | -4 | -5 | 1 | -2 | 5 | -7
Cc1n[nH]c(=S)n(/N=C/c2cccs2)c1=O | -1 | 3 | -1 | 16 | 1 | -3 | 1
Cc1cc(C(=O)N2CCC(Cc3ccccc3)CC2)no1 | -2 | -4 | . | 3 | 5 | . | .
CCOc1ccccc1NC(=O)Nc1cc(OC)ccc1OC | . | . | -1 | 6 | . | 1 | -18
COc1ccc(NC(=O)Nc2ccc3c(c2)[C@@H]2C[C@H](CC(=O)N4CCOCC4)O[C@H](CO)[C@@H]2O3)cc1 | . | . | -2 | 14 | . | -8 | 5
COc1ccc(CC(=O)Nc2ccc(S(=O)(=O)N3CCC(C)CC3)cc2)c(OC)c1 | -6 | -2 | -1 | 13 | 1 | -4 | -2
CC(=O)NC1=NN(C(C)=O)C(c2cccs2)S1 (stereo not drawn) | . | . | -1 | . | . | 2 | 2
C[C@@H]1CN([C@@H](C)CO)C(=O)c2cc(NS(=O)(=O)c3cccs3)ccc2O[C@@H](C)CCCCO[C@@H]1CN(C)C(=O)Nc1ccccc1 | -1 | 3 | -9 | -5 | -2 | 8 | .
Cc1ccc(C(=O)c2ccccc2C(=O)O)cc1C | 3 | 0 | -7 | 6 | 1 | -3 | 13
COc1cc(NC(=O)C2CCN(S(=O)(=O)c3ccc(N4CCCC4=O)cc3)CC2)cc(OC)c1 | -5 | -5 | -1 | -3 | -3 | -2 | -4
C[C@@H](NC(=O)C[C@H]1C[C@@H]2c3cc(NC(=O)NC4CCCC4)ccc3O[C@@H]2[C@H](CO)O1)c1ccccc1 | -14 | . | 0 | -2 | -1 | -3 | -6
C[C@@H]1CCCCO[C@@H](CN(C)S(=O)(=O)c2ccc(F)cc2)[C@@H](C)CN([C@@H](C)CO)C(=O)c2cc(NC(=O)Nc3ccc(C(F)(F)F)cc3)ccc2O1 | -14 | 12 | 10 | 6 | 2 | -6 | .

Nothing new here: an excerpt of the list.
SMILES | S100A4 MyoIIA | SIRT5 inh | esBAF inh | LGR2 inh | Casp6 inh | FN deposition inh | Statin myotox sup
CCOc1ccccc1NC(=O)Nc1cc(OC)ccc1OC | . | . | -1 | 6 | . | 1 | -18
COc1ccc(NC(=O)Nc2ccc3c(c2)[C@@H]2C[C@H](CC(=O)N4CCOCC4)O[C@H](CO)[C@@H]2O3)cc1 | . | . | -2 | 14 | . | -8 | 5
COc1ccc(CC(=O)Nc2ccc(S(=O)(=O)N3CCC(C)CC3)cc2)c(OC)c1 | -6 | -2 | -1 | 13 | 1 | -4 | -2

More compounds
SMILES | S100A4 MyoIIA | SIRT5 inh | esBAF inh | LGR2 inh | Casp6 inh | FN deposition inh | Statin myotox sup
O=S(=O)(O)c1cc(Cl)cc(N=Nc2ccc(O)cc2O)c1O | 13 | 39* | . | 6 | 77* | 9 | .
CC(=O)NC(c1ccc(Cl)cc1)c1c(O)ccc2ccc(O)cc12 (stereo not drawn) | -1 | -6 | . | 8 | 6 | 5 | .
C#CCOCCOCCOCCNc1nc(N2CCOCC2)nc(N2CCN(C(=O)[C@H](Cc3cc4ccccc4[nH]3)n3cc([C@@H](N)C(C)CC)nn3)CC2)n1 (stereo partly drawn) | 2 | -3 | 13 | -14 | -8 | -5 | 2
COc1ccc(C2CC(=O)c3cnn(-c4nc(C)cc(C)n4)c3C2)cc1OC (stereo not drawn) | 30 | 6 | 1 | -29 | 21 | 16 | 17
CC=Cc1ccc2n(c1=O)C[C@@H]1[C@@H](CO)[C@H](C(=O)NCCC)[C@H]2N1S(=O)(=O)c1cn(C)cn1 (mixture of isomers) | . | . | -1 | 0 | . | . | 8
COc1ccc(S(=O)(=O)N2CCOC2CNC(=O)C(=O)NCCc2ccccc2)cc1OC (stereo not drawn) | 3 | -1 | 0 | 3 | 0 | 3 | -19
CCOC(=O)c1c(C)[nH]c(C(=O)O)c1C | 0 | -1 | -4 | 18 | 2 | . | 4
O=C(C1CC1)N1CCCCN2[C@H](CO)[C@H](c3ccc(C#CC4(O)CCCC4)cc3)[C@@H]2C1 | -2 | 2 | . | . | 2 | . | .
Cc1occc1C(=O)N/N=C/c1ccc(-c2cccc([N+](=O)[O-])c2)o1 | -4 | -3 | 10 | -5 | 2 | 7 | -20
COCC(=O)Nc1ccc2c(c1)C(=O)N(C)C[C@@H](OC)[C@@H](C)CN(Cc1ccccn1)[C@@H](C)CO2 | 4 | 1 | -1 | 2 | 3 | 5 | -4
COc1ccc(S(=O)(=O)Nc2ccc3c(c2)C(=O)N([C@H](C)CO)C[C@@H](C)[C@H](CN(C)Cc2ccncc2)O3)cc1 | -6 | -9 | 2 | 3 | 3 | -2 | 3
Cc1ccc(N2CC(C(=O)N(C)CC(=O)Nc3ccc(Cl)c(C(F)(F)F)c3)CC2=O)cc1 (stereo not drawn) | 9 | 1 | 4 | -12 | 3 | 5 | -17
CO[C@H]1CN(C)C(=O)c2cc(NC(C)=O)ccc2OC[C@H](C)N(CCc2ccccc2)C[C@@H]1C | -1 | 3 | 3 | -1 | -1 | 6 | 4
Cc1noc(C)c1S(=O)(=O)Nc1ccc2c(c1)C(=O)N([C@@H](C)CO)C[C@@H](C)[C@@H](CN(C)Cc1ccc(Cl)c(Cl)c1)OCCCC[C@@H](C)O2 | 0 | 17* | 3 | 1 | 0 | . | -110
CCc1nc2ccc(C(=O)N3CCN(C(C)=O)CC3)cn2c1N(CCC(C)C)CCN(C)C | -6 | -1 | 4 | . | 1 | 0 | -5
COc1ccc(C(=O)N2CCOC2CNC(=O)C(=O)NCc2ccco2)cc1 (stereo not drawn) | 1 | 3 | . | 23 | -1 | -8 | .
Nn1c(SCC(=O)NNC(=O)c2ccccc2)nnc1-c1ccccc1F | 5 | -3 | -7 | 3 | 1 | 5 | -6
COc1ccc(C(=O)CSc2n[nH]c(=O)[nH]c2=O)cc1 | -3 | 1 | . | -4 | -1 | -32 | .
CC(C)c1ccc(NS(=O)(=O)c2ccc(-n3cccn3)cc2)cc1 | 18 | -1 | 1 | 9 | . | 5 | 9
CC1CC(C)CN(CCCNS(=O)(=O)c2cc(Br)cc3c2N(C(=O)C2CC2)CC3)C1 (stereo not drawn) | 2 | 1 | -4 | 8 | -1 | 1 | -7
Cc1cccc(C2Nc3cccc4cccc(c34)N2)c1 | -3 | 8 | -6 | -13 | 2 | -1 | -11
O=S(=O)(c1ccc2nc(N3CCN(c4ccc(F)cc4)CC3)ccc2c1)N1CCCCC1 | 0 | 1 | 8 | -2 | 1 | -3 | -1
CCc1cccc(OCC(=O)Nc2ccc(C(=O)O)cc2NC(=O)COc2cccc(CC)c2)c1 | -24 | 5 | 3 | -5 | 15 | -1 | -5
O=C(CCCn1c(=O)c2cccn2c2cccnc21)N1CCN(c2ccccc2F)CC1 | 21 | -3 | -2 | 2 | -2 | 7 | 12
CCCCN(c1ccccc1)c1ncnc(N)c1[N+](=O)[O-] | 3 | 5 | -18 | 17 | -2 | . | 14
(list continues)
SMILES | S100A4 MyoIIA | SIRT5 inh | esBAF inh | LGR2 inh | Casp6 inh | FN deposition inh | Statin myotox sup
C[C@@H]1CN([C@@H](C)CO)S(=O)(=O)c2ccc(C#CC3CC3)cc2O[C@H]1CN(C)C(=O)CN(C)C | -11 | 1 | -2 | 18 | 0 | . | -2
COc1cc([N+](=O)[O-])ccc1-c1ccc(/C=N/NC(=O)c2ccccc2O)o1 | 3 | -1 | . | 7 | 2 | 4 | .
CO[C@H]1CN(C)C(=O)c2ccc(NC(C)=O)cc2OC[C@H](C)N(CC2CCCCC2)C[C@@H]1C | 6 | 4 | . | 17 | 1 | -4 | .
Cc1ccc(C(=O)COC(=O)CNC(=O)c2ccccc2)s1 | -4 | -1 | -6 | 8 | -2 | 3 | -9
O=C([C@@H]1[C@@H](CO)[C@@H]2Cn3c(cccc3=O)[C@@H]2N1Cc1ccncc1)N1CCCCC1 | 8 | 11 | -4 | -1 | 1 | . | -17
COc1ccc(C(=O)COC(=O)c2sc(C)nc2C)cc1F | -3 | . | 15 | . | -1 | 0 | 5
O=C(Nc1cc(F)ccc1F)N[C@@H]1CC[C@@H](CCn2cc(C3CCCCC3)nn2)O[C@@H]1CO | 23 | 3 | 6 | -7 | -2 | 4 | 2
CCC1=NN(C(=O)C(=O)Nc2ccc(Br)cc2)C(O)(C(F)(F)F)C1 (stereo not drawn) | -6 | 0 | . | 7 | -1 | -3 | .
COc1ccc(C(=Cc2ccccc2[N+](=O)[O-])C(=O)O)cc1 | -2 | -1 | 14 | -98 | -3 | -4 | -6
C[C@@H]1CN([C@H](C)CO)C(=O)Cc2cc(NC(=O)CCN3CCOCC3)ccc2O[C@H]1CN(C)C(=O)Nc1cccc2ccccc12 | -10 | 4 | -2 | -5 | 13 | -6 | 17
OCC(O)/C=N/Nc1nc(N2CCCCC2)nc(N2CCCCC2)n1 (stereo not drawn) | -3 | -2 | . | -17 | 1 | 5 | .
CCCNC(=O)N1[C@H](CO)[C@H](c2ccccc2)[C@H]1CNC(=O)C1CCCCC1 | 19 | -4 | . | 2 | 2 | . | .
COC(=O)c1ccc(-c2ccc(/C=N/NC(=O)CC3(C)OCCCO3)o2)cc1 | -1 | 1 | ? | -63 | 0 | -7 | -6
CN(C)CC(=O)N[C@@H]1CC[C@@H](CCn2cc(CN(C)C)nn2)O[C@H]1CO | 2 | -4 | -5 | 4 | -3 | . | 1
Cc1ccc(C(C)C)cc1OCC(=O)NCCCn1ccnc1 | -1 | -3 | . | 18 | -7 | -7 | -5
Cc1ccc(NC(=O)C(CC(C)C)NC(N)=O)cc1 (stereo not drawn) | -15 | . | . | 12 | 1 | 1 | .

Assay outcomes (PubChem BioAssay)
